Compound activity deposited in PubChem by National Center for Advancing Translational Sciences (NCATS).
IMPase inh: IMPase inhibition in cells; CHO-M1 cells, IP1 accumulation, HTRF TR-FRET ratio; inhibition (IP1 accumulation), % at 46.1 µM; 120,000 tested, under 10 active; active = well fitted curve in the direction sought with a large enough effect in the signal ratio, not every such curve was filed as active; inconclusive = small, poorly fitted or top-dose-only effect, or a change in a side signal; inactive = no such curve, though single readings can be large or run the other way; the % refers to the signal ratio;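 also: cells stimulated with carbachol in lithium chloride buffer; plate controls were DMSO basal wells for no effect and reference inhibitor wells for full effect; higher means more IMPase inhibition seen as more IP1 and lower FRET ratio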
Target sequence (P97697 whole entry, looked up): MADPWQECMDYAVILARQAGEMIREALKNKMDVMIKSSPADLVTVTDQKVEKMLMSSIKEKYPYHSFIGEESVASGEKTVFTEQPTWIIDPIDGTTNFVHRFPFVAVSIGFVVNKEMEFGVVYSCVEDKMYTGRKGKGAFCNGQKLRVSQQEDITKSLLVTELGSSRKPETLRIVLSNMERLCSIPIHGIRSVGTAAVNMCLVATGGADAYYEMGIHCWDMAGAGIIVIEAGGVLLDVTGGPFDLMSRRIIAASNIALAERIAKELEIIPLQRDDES
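Cellular IMPase inhibition is scored as a rise in cytosolic IP1, detected by competitive TR-FRET between d2-labelled IP1 and a europium anti-IP1 antibody. M1-expressing CHO cells were stimulated with carbachol for 30 min at 37C, with lithium (50 mM LiCl) present in the buffer.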
PNC assembly inh: perinucleolar compartment assembly inhibition | activity change (PNC), negative = inhibition, % at 10 µM | AID 2417 | actives 3.1% (n = 140,000) | PC3M PTB-GFP, PNC prevalence imaging, 16 h; stronger effect = lower value;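 active = readout at or below -70, meaning at least 70% loss of cells showing the perinucleolar compartment, a nuclear body marking cancer cells; inconclusive = readout between -30 and a set limit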;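 also: plate controls were DMSO wells for no effect and camptothecin positive control wells for full effect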
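PC3M cells stably expressing PTB-GFP, 750–1000 cells/well, treated 16 h at 37 °C with compound (23 nl of library stock), in duplicate. After paraformaldehyde fixation and Hoechst stain, imaged at 20x; PNC prevalence scored by image analysis.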
ALOX15B inhib: blocks human 15-lipoxygenase 2 activity | purified 15hLO-2, xylenol orange hydroperoxide absorbance | actives 0.56% (n = 110,000) | O15296 | Potency, µM (series often up to 57.1 µM), inactives show at the highest dose activity change, negative = inhibition, usual class: inhibitors | AID 881; also: potency is read from the fitted curve at half-maximal effect; nearly all actives have a fitted effect of over 60% in size; many of its hits are not listed in these tables
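Read-out: hydroperoxide product oxidises ferrous iron, measured as xylenol orange complex via the 573-to-405 nm absorbance ratio after 30 min. Reaction: 50 nM enzyme, 15 min compound preincubation, 45 uM arachidonic acid, 90 min RT, Hepes pH 7.5 with Triton X-100.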
12-hLO inh: inhibitors of human 12-lipoxygenase (ALOX12). P18054. purified 12-hLO, xylenol orange hydroperoxide absorbance. Potency, µM (top dose mostly 57.1 µM), without a hit: at the top dose activity change, negative = inhibition, hits mostly inhibitors. actives 0.12% (n = 150,000). AID 1452; also: potency is read from the fitted curve at half-maximal effect; nearly all actives have a fitted effect of over 55% in size; many of its hits are not listed in these tables
Target sequence (P18054 whole entry, looked up): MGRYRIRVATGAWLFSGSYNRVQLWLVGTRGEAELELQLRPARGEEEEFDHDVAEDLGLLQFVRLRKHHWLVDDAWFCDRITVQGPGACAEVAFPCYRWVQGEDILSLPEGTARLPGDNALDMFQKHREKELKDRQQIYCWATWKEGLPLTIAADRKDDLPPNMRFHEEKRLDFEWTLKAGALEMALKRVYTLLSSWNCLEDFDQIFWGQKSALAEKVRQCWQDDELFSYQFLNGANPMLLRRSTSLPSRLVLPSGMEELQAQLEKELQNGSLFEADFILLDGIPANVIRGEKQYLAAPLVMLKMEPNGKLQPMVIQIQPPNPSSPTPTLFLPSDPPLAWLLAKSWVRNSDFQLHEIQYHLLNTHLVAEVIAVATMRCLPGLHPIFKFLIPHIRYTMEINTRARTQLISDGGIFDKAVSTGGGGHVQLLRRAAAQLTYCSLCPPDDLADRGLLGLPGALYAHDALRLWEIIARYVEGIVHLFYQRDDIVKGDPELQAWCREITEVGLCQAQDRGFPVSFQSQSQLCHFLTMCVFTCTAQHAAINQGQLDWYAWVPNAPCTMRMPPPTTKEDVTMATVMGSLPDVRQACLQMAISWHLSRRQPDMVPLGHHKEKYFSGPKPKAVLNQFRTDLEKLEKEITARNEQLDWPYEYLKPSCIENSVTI
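Xylenol orange chromogenic assay: hydroperoxide from 12hLO oxidises Fe(II), giving red-shifted Fe(III)-XO absorbance. Conditions: 150 nM enzyme, 40 uM arachidonic acid, 25 mM Hepes pH 7.0, 0.01% Triton X-100, 30 min, room temperature.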
* marks the source's active call; other numbers are inactive results; ? = inconclusive; / = no result given; [ ] = remark or other dose. Unless noted, calls follow the shape of the dose curve; as a rule, active = well fitted curve in the direction sought with a large enough effect; inconclusive = small, poorly fitted or top-dose-only effect, or another doubt; inactive = no such curve, though single readings can be large; an effect the other way counts as inactive or inconclusive. Unless noted, % is scaled to controls: 0 for no effect and ±100 for the full control effect.

compound | IMPase inh | 12-hLO inh | ALOX15B inhib | PNC assembly inh
COc1ccccc1NS(=O)(=O)c1cc(NC(=O)CNC(=O)c2cc(C)cc(C)c2)ccc1C | / | -1% | / | -16
O=C(CCS(=O)(=O)Cc1ccccc1)Nc1nc2c(s1)CCCC2 | -1 | 2% | -6% | ?
CCCCN1CNC(=S)N(c2ccccc2OCC)C1 | 4 | -8% | / | ?
O=c1[nH]c2ccc(NC(=S)Nc3ccc(Cl)cc3)cc2[nH]1 | 0 | 2% | -4% | 30
CCC(CC)C(=O)Nc1ccc(C)c(O)c1 | 3 | -5% | 0% | 12
O=C(/C=C/c1ccc(F)cc1)NC(=S)Nc1ccccc1C(=O)NC1CCCCC1 | -5 | 0% | ? | 35
FC(F)(F)c1ccccc1C1C2=C(Nc3ncnn31)c1ccccc1CCC2 (stereo not given) | 2 | -11% | 26% | 13
CN(C)c1oc(/C=C/c2ccccc2)nc1C#N | -27 | 0% | / | 3
O=C(NCc1ccco1)c1nn2c(C(F)(F)F)cc(-c3cccs3)nc2c1Cl | -6 | -1% | -13% | 24
CC1=C(C(=O)Nc2cc(-c3cccc(F)c3)[nH]n2)C2(CCCCC2)OC1=O | -2 | -2% | 0% | ?
COc1ccc(N(C(=O)COc2ccccc2OC)S(=O)(=O)c2ccc(C)cc2)cc1 | 0 | 2% | 3% | 18
COc1cccc(N2C(N)=NC(N)=NC2(C)C)c1 | 10 | -2% | 3% | 16
COC(=O)C1=C(C)NC(=O)C1(NC(=O)CN1CCCC1=O)C(F)(F)F (stereo not given) | 9 | -5% | / | 7
O=C(Cn1c(NCCCO)nc2ccccc21)c1ccco1 | 3 | -5% | 8% | -7
Cc1cc2oc(C(=O)Nc3cccnc3)c(C)c2cc1C | -1 | -7% | 1% | 12
CC(Sc1nc(-c2ccccc2)cc(C(F)(F)F)n1)C(=O)Nc1ccc2c(c1)OCO2 (stereo not given) | / | 0% | / | -18
Cc1ccccc1NC(=S)NCc1ccc2[nH]c3c(c2c1)CCCC3 | / | 14µM* | / | 25
O=C(Nn1c(-c2ccccc2)nc2ccccc2c1=O)c1ccc([N+](=O)[O-])cc1 | / | 0% | / | 39
COc1ccc(-n2c(C)cc(C)c(C(C)=O)c2=S)cc1 | / | -2% | / | 67
COc1ccccc1N1CCN(C(=O)c2ccc(CSc3ccccc3)cc2)CC1 | / | -1% | / | ?
CCOC(=O)N1CCN(C(=O)CCCn2nc(C)c3sc4ccccc4c3c2=O)CC1 | -4 | 1% | -5% | 29
CC(C)N1C(=O)/C(=C\c2nc3ccccc3c(=O)[nH]2)c2ccccc21 | / | -8% | / | 42
CC(=O)N(CCCN(C)C)CCC(C)CCC=C(C)C (stereo not given) | -3 | 5% | 22% | -7
CCCNC(=O)N(C)c1nncnc1C(=O)NC | -1 | -8% | 1% | -100*
COC(=O)C(C)(C)NC(=O)c1cccs1 | -4 | 1% | -3% | 22
COc1ccc(N2CC(C(=O)NCc3ccccc3)CC2=O)cc1 (stereo not given) | 7 | 0% | -5% | 23
COc1ccc(C2CC(=O)c3ccccc3O2)cc1 (stereo not given) | / | -5% | / | 40
O=c1[nH]ncc2c3ccccc3n(Cc3ccccc3F)c12 | -7 | -4% | -8% | 18
CCOc1ccc(NS(=O)(=O)c2ccc(OC)c(C)c2)cc1 | 3 | 1% | 3% | 42
c1ccc(-c2nc(-c3ccco3)cs2)nc1 | -2 | -12% | -24% | -100*

Reformatted as labelled records: entries from further up.
Structure: COc1ccc(N2CC(C(=O)NCc3ccccc3)CC2=O)cc1 (stereo not given)
  IMPase inh: 7	12-hLO inh: 0%	ALOX15B inhib: -5%	PNC assembly inh: 23

Structure: COc1ccc(C2CC(=O)c3ccccc3O2)cc1 (stereo not given)
  IMPase inh: /	12-hLO inh: -5%	ALOX15B inhib: /	PNC assembly inh: 40

Structure: O=c1[nH]ncc2c3ccccc3n(Cc3ccccc3F)c12
  IMPase inh: -7	12-hLO inh: -4%	ALOX15B inhib: -8%	PNC assembly inh: 18

Following part
compound | IMPase inh | 12-hLO inh | ALOX15B inhib | PNC assembly inh
Cc1ccc(S(=O)(=O)N2CCC(C(=O)N[C@@H](C)C(=O)NCCc3ccccc3)CC2)cc1 | -3 | -9% | 4% | 2
Cc1cc(C)cc(OCC(=O)Nc2ccc(N3CCN(S(C)(=O)=O)CC3)cc2)c1 | ? | -6% | -18% | ?
CC(C)Cc1nc(Nc2ccc(S(=O)(=O)N3CCCC3)cc2)c2nnn(Cc3ccccc3)c2n1 | 2 | 2% | / | 5
Cc1nn(CC(O)c2ccccc2)c(C)c1Br (stereo not given) | 4 | 1% | 6% | 31
Cc1ccccc1-c1nc(CS(=O)(=O)CC(=O)NCc2ccccc2)c(C)o1 | -9 | -5% | -5% | ?
CCOc1ccccc1N(CC(=O)N1CCCCCC1)S(C)(=O)=O | 2 | 1% | 4% | -23
COCCCN1C(=O)c2[nH]nc(-c3ccccc3O)c2C1c1cccc(Cl)c1 (stereo not given) | 5 | -28% | -15% | ?
O=C(NCCNC(=O)c1cc(OCC(F)(F)F)ccc1OCC(F)(F)F)Nc1ccccc1 | 4 | -2% | / | -5
Cc1c(NC(=O)N(C)C)c(=O)n(-c2ccccc2)n1C | 9 | -3% | / | 72
Cn1c(=O)c2c(nc(N/N=C\c3ccccc3C(=O)O)n2C)n(C)c1=O | / | 4%[11.4 µM] | -4%[11.4 µM] | /
CN1C(=O)CC(N2CCC(C(N)=O)CC2)C1=O (stereo not given) | 3 | 3% | / | -22
CCNC(=S)N(Cc1cc2cc(C)cc(C)c2[nH]c1=O)C1CCCC1 | / | -4% | / | ?
NC(=O)c1cc2cc(Br)ccc2oc1=NCc1ccccc1 | 3 | -3% | -6% | 22
O=[N+]([O-])c1ccccc1/C=C/CN1CCCCC1 | 12 | -1% | -6% | -26
CCNC(=S)N(Cc1cccs1)Cc1cc2cc(OCC)ccc2[nH]c1=O | / | 3% | / | ?
CCN(C(=O)CSc1nnc(Cc2ccccc2F)n1N)C1CCS(=O)(=O)C1 (stereo not given) | -1 | -3% | -2% | -2
CCNc1nc(NC(C)C)nc(Oc2ccc(OCCOc3ccc(C)cc3)nn2)n1 | 3 | 0% | 46%[activator] | -1
O=C1Nc2ccc(S(=O)(=O)NCCC3=CCCCC3)c3cccc1c23 | 2 | -6% | 2%[2.29 µM] | ?
CCCC(=O)OC1CC(C)N(C(=O)c2ccccc2)c2ccc(C)cc21 (stereo not given) | 5 | -5% | / | ?
O=C(CN1C(=O)c2cccc3cccc1c23)Nc1cccnc1 | 2 | 3% | / | 0
CCOc1ccc(C(=O)OCCCN(C)C)cc1 | / | 1% | / | 8
COc1cccc(CN2C(=O)CCC2(C)C(=O)NC2CCCC2)c1 (stereo not given) | 8 | 3% | -5% | 48
O=c1c2ccccc2nc(SCc2ccc([N+](=O)[O-])cc2)n1CCCO | 1 | -1% | / | 18
CC(=O)c1cc2c(cc1NC(=O)CSc1nc3ccccc3[nH]1)OCO2 | -1 | -1% | / | 7
CCOc1ccc(NC(=O)c2ccccc2NC(=O)CN2CCN(C(C)=O)CC2)cc1 | 5 | -3% | -2% | 17
COc1ccc2c(c1)C(C)=CC(C)(C)N2C(=O)C(C)N1C(=O)c2ccccc2C1=O (stereo not given) | 2 | 6% | / | ?
O=C(CNC(c1ccccc1)c1ccccc1)Nc1c(F)cccc1F | / | 1% | / | -5
N#CC1=C(N)OC2=C(C(=O)CC(c3ccccc3)C2)C1c1ccc2c(c1)OCO2 (stereo not given) | / | -6% | / | 35
O=C(CSc1cccs1)NCCc1ccccc1 | / | 9% | / | ?
CCC(C)[C@H](NC(=O)N1CCCC1)C(=O)OC (stereo not given in full) | 1 | 4% | 3% | 15
CCC(C)(C(=O)NC1CCCC1)N(CC1CCCO1)C(=O)CNC(=O)c1ccccc1 (stereo not given) | 0 | -1% | 1% | -26
Clc1ccc(Cn2cccc2C2=NCCO2)cc1 | ? | 7% | 12% | 85
CC1CCC(C(C)C)C(OCC[N+](C)(C)C)C1 (stereo not given) | 10 | -1% | / | -29
CCOc1cccc(N2C(=O)CC(n3cnc4ccccc43)C2=O)c1 (stereo not given) | 0 | -2% | 7%[2.29 µM] | -19
COc1ccc(Cl)cc1NC(=O)CN(C)C1CCCCC1 | 6 | -3% | 11% | 2
CCN(CC)S(=O)(=O)c1ccc(C(=O)C(C#N)c2ccccn2)cc1 (stereo not given) | 9 | -4% | -11% | 12
COC(=O)c1ccc(CSc2nc(N3CCOCC3)c3c(c2C#N)CC(C)(C)OC3)o1 | 3 | -20% | -2% | ?
CCOC(=O)C1CCCN(C(=O)CNC(=O)Cn2ccc3ccccc3c2=O)C1 (stereo not given) | 8 | -1% | 0% | 38
Nc1c(C(=O)NC23CC4CC(CC(C4)C2)C3)sc2nc3c(c(C(F)(F)F)c12)CCC3 | 0 | 2% | 3% | 14
Cc1cc(C(=O)Nc2cccnc2)on1 | -5 | -2% | / | -19
COc1ccc(N=C2C(=Nc3ccc(OC)cc3)N(c3ccc(OC)cc3)C(=S)N2C(=O)c2ccc(OC)cc2)cc1 | 26[0.0738 µM] | 2% | / | 12
Cc1ccc(C)c(N2CCN(C(=S)NC3CCCCC3)CC2)c1 | / | -1% | / | 32
COc1cccc(N2CCN(C(=O)C3CCCN(S(=O)(=O)c4cnc[nH]4)C3)CC2)c1 (stereo not given) | 4 | 2% | -2% | -19
CC(C)NC(=S)NC(=O)c1ccc(-c2ccccc2)cc1 | ? | ? | / | -15
COCCN(C(=O)Cc1cccs1)c1nnc(-c2ccncc2)s1 | 0 | -9% | -6% | -19
O=C(NCc1cccnc1)c1c(F)c(F)c(F)c(F)c1F | -8 | -4% | 0% | 20
O=C(O)c1ccccc1C(=O)Nc1n[nH]c(=S)s1 | -1 | ? | ? | 5
Cc1cc(C)c(S(=O)(=O)N(C)Cc2cnn(C)c2)c(C)c1 | 0 | 4% | -5% | 57
Cc1ccc(/C=N/Nc2nc3ccccc3s2)o1 | / | -4% | / | 48
C[C@H](N)c1nnc(SCc2ccc(Cl)cc2Cl)o1 | 9 | -3% | 24% | -13
COc1ccc(C2=NOC(C(=O)NCc3ccc(F)cc3)C2)cc1OC (stereo not given) | 1 | -4% | 2% | -96*
Clc1ccccc1-c1nnc2sc(-c3ccc4c(c3)OCO4)nn12 | -3 | -9% | -11% | -20
Nc1nc(SCC(=O)Nc2ccc3c(c2)CCC3)n[nH]1 | / | -2% | / | -13
O=C(CSc1nnc(Cc2ccccc2)o1)Nc1ccc(Br)cn1 | -7 | -5% | -1% | -17
CC(C)C12CN3CC(C(C)C)(CN(C1)C31C(=O)Nc3ccccc31)C2=O (stereo not given) | 7 | 4% | 4% | -12
O=C(O)CCCCNCc1ccccc1 | -5 | 4% | -2% | -13
CCOC(=O)n1c(=O)n(Cc2ccc(Cl)c(Cl)c2)c2ccccc21 | 1[1.84 µM] | -8% | -15%[11.4 µM] | ?
CCOC(=O)C(C(C)=O)=C1SC2CS(=O)(=O)CC2S1 (stereo not given) | -12 | 3% | -9% | -127*
Cc1ccc([C@@H](O)c2cnc(C)n2Cc2ccccc2)cc1 | / | 3%[11.4 µM] | 3%[11.4 µM] | /
N=C1c2ccccc2CN1NC(=O)c1cccc(S(=O)(=O)N2CCOCC2)c1 | -6 | -1% | / | 17

Carrying on.
compound | IMPase inh | 12-hLO inh | ALOX15B inhib | PNC assembly inh
Cc1ccc(S(=O)(=O)N(C)C)cc1-n1c(SCC(=O)Nc2ccc(F)cc2)nc2ccccc2c1=O | ? | -2% | / | ?
CCc1c(C(C)S(=O)(=O)c2ccc(C)cc2)[nH]c(=O)n1-c1ccc(OC(F)(F)F)cc1 (stereo not given) | 5 | -14% | -11% | 7
Cc1ccc(-c2nnc(SCC(=O)Nc3ccc(S(=O)(=O)N4CCCCCC4)cc3)o2)cc1 | -5 | -3% | -16% | ?
CCCn1c(NC(=O)c2ccc(Cl)c(S(=O)(=O)N3CCCC3)c2)nc2ccccc21 | 12 | -4% | 56%[activator] | 22

A portion of the library; count on the stated rates, not on these rows.
